PREPL inh = PREPL enzyme inhibitors, primary screen, biochemical, fluorescence polarization; Prolyl endopeptidase-like (Homo sapiens), Q4J6C6; recombinant PREPL, fluorescence polarization activity-based probe; inhibition, % at 5.96 µM; 320,000 tested, 0.68% active; AID 2751, 2010; in the data active = inhibition above about 43%;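 note: 0% = enzyme with DMSO and 100% = wells lacking enzyme; many of its hits are not listed in these tables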
PAD4 inh = human PAD4 inhibitors, primary screen, biochemical, fluorescence polarization, 1536-well format | Protein-arginine deiminase type-4 (Homo sapiens), Q9UM07 | inhibition, % at 6.36 µM | recombinant PAD4, RCA probe fluorescence polarization | 330,000 tested, 0.41% active;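 active = percent inhibition above a cutoff equal to the mean of all tested compounds plus 3 SD, cut at about 15% in these data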;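 note: 0% = PAD4 with RCA probe and DMSO and 100% = probe without PAD4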
Target sequence (Q9UM07 whole entry, looked up): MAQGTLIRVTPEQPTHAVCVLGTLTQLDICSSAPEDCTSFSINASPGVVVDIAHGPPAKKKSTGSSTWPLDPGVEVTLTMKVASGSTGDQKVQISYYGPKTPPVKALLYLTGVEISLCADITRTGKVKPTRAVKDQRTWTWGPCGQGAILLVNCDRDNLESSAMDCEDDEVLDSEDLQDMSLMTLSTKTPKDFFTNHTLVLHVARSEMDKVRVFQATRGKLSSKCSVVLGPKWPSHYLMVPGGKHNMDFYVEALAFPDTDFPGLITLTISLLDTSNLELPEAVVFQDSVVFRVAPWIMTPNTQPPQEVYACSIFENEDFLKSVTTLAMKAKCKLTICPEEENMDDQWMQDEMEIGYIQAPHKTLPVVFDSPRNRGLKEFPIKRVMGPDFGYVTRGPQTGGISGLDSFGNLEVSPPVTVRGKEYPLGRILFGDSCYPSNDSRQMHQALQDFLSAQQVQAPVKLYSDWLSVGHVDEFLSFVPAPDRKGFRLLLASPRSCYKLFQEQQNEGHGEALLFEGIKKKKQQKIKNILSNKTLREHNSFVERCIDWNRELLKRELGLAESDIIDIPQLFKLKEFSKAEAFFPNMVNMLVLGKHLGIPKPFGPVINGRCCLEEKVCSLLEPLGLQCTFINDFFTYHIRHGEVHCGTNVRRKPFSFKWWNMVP
GSTO1 counter = inhibitors of recombinant GSTO1, primary screen, counter-screen for RBBP9 inhibitor project, biochemical, fluorescence polarization | Glutathione S-transferase omega-1 (Homo sapiens), P78417 | activity-based probe fluorescence polarization | inhibition, % at 5.96 µM | 300,000 tested, 1.1% active;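 active = inhibition above the campaign mean inhibition plus 3 SD, cut at about 35% in these data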;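 note: 0% = GSTO1-1 with DMSO and 100% = wells lacking GSTO1-1 enzyme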
PAFAH1B3 FP inh = PAFAH1B3 enzyme inhibitors, primary screen, biochemical, fluorescence polarization, human. inhibition, % at 3.39 µM. recombinant PAFAH1B3, FP-rhodamine probe. 340,000 tested, 0.28% active. AID 492972, 2010;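 active = inhibition above the screen-wide average of all tested compounds plus 3 SD, cut at about 25% in these data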;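 note: 0% = enzyme with DMSO only and 100% = wells lacking PAFAH1B3 protein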
PAFAH2 inh = PAFAH2 enzyme inhibitors, primary screen, biochemical, fluorescence polarization, human | recombinant PAFAH2, FP-rhodamine activity probe | inhibition, % at 3.39 µM | 340,000 tested, 0.99% active | AID 492956, 2010;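 active = inhibition above the mean over all tested compounds plus 3 SD, cut at about 30% in these data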;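 note: inhibitors block probe labeling of enzyme so polarization drops; 0% = enzyme with DMSO and 100% = wells lacking PAFAH2 protein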
LYPLA1 counter = LYPLA1 inhibitors, primary screen, counter-screen for PME1 inhibitor project, biochemical, fluorescence polarization, FP-Rh probe ABPP; recombinant LYPLA1; inhibition, % at 5.9 µM; 320,000 tested, 0.16% active;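 active = inhibition above the mean of all tested compounds plus 3 SD, set per campaign, cut at about 14% in these data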;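 note: inhibitors block serine hydrolase probe labeling of LYPLA1 so polarization falls; 0% = enzyme with DMSO and 100% = wells lacking LYPLA1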
Target sequence (O75608 whole entry, looked up): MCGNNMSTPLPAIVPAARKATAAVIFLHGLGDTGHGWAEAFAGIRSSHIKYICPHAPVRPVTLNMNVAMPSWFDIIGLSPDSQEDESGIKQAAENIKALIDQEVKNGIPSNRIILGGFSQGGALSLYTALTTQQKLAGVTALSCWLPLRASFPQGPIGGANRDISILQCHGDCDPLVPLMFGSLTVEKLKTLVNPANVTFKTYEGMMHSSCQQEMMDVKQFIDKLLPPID
pPAFAH FP inh = pPAFAH enzyme inhibitors, primary screen, biochemical, fluorescence polarization, human | Platelet-activating factor acetylhydrolase (Homo sapiens), Q13093 | recombinant pPAFAH, FP-rhodamine probe fluorescence polarization | inhibition, % at 3.39 µM | 330,000 tested, 1.5% active;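 active = inhibition above the mean inhibition across the screen plus 3 SD, cut at about 25% in these data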;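 note: inhibitors block binding of the rhodamine activity-based probe so polarization drops; 0% = enzyme with DMSO and 100% = wells lacking pPAFAH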
LYPLA2 inh = LYPLA2 inhibitors, primary screen, counter-screen for PME1 inhibitor project, biochemical, fluorescence polarization, FP-Rh probe ABPP; Acyl-protein thioesterase 2 (Homo sapiens), O95372; recombinant LYPLA2; inhibition, % at 5.9 µM; 320,000 tested, 0.38% active;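 active = inhibition above the screen-wide mean plus 3 SD, limit set per campaign, cut at about 26% in these data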;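 note: 0% = LYPLA2 with DMSO and 100% = wells lacking LYPLA2 enzyme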
PAFAH1B2 FP inh = PAFAH1B2 enzyme inhibitors, primary screen, biochemical, fluorescence polarization, human. Platelet-activating factor acetylhydrolase IB subunit alpha2 (Homo sapiens), P68402. recombinant PAFAH1B2, FP-rhodamine activity probe. inhibition, % at 3.39 µM. 340,000 tested, 1.2% active. AID 492953, 2010;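 active = inhibition above the mean of all tested compounds plus 3 SD, cut at about 24% in these data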;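 note: 0% = enzyme with DMSO and 100% = wells lacking PAFAH1B2; many of its hits are not listed in these tables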
* = called active by the depositor; x = no result given. These rows are one share of the data; count on the stated rates, not on these rows.

Structure	PAFAH1B3 FP inh	PREPL inh	LYPLA2 inh	GSTO1 counter	pPAFAH FP inh	PAFAH2 inh	PAFAH1B2 FP inh	LYPLA1 counter	PAD4 inh
CCCc1nnc(-c2cc(OC)c(OC)c(OC)c2)o1	10	-1	0	-4	0	-3	4	0	0
N/C(Cc1ccc([N+](=O)[O-])cc1)=N\OC(=O)C1CCCCC1	9	0	4	-14	0	18	3	0	0
CCN(CC)c1ccc(/C=C2/C(=O)c3ccc(C(=O)O)cc3C2=O)cc1	-7	16	-6	-18	28*	18	-8	-2	2
COCCN(C(=O)CSc1nnc(-c2ccccc2F)n1N)c1c(N)n(Cc2ccccc2)c(=O)[nH]c1=O	0	0	-5	6	-2	6	-4	0	0
COc1ccccc1C(=O)N/C(=C\c1ccccc1)C(=O)NC(C)C(=O)O (stereo unspecified)	5	10	8	2	-5	-1	3	1	-1
COc1ccc(NC(=O)C(c2ccc(C)cc2)N(C)C(=O)c2ccc(=O)[nH]c2)cc1 (stereo unspecified)	-1	-2	-8	-2	0	3	-1	-6	-7
O=[N+]([O-])c1ccc(N/N=C/c2cccc(O)c2O)cc1	31*	25	-7	22	60*	5	11	-11	1
N#Cc1cccnc1N1CCN(C(=O)c2ccc3c(c2)S(=O)(=O)c2ccccc2C3=O)CC1	9	7	23	-4	6	8	0	0	1
O=C(COC(=O)c1n[nH]c2ccccc12)c1ccc(F)c(F)c1	1	-13	-3	9	-9	19	1	-6	2
O=[N+]([O-])c1cc(S(=O)(=O)N2CCCCCC2)ccc1F	-18	10	6	5	1	17	29*	-6	5
CCOC(=O)c1cc(C)n(S(=O)(=O)c2ccc(C)cc2)c1C	4	0	2	4	1	1	-1	-2	-3
CC1(C)CCCN(Cc2c(O)ccc3c(=O)c(-c4nc5ccccc5s4)c(N)oc23)C1	-5	44*	-4	-14	3	-3	0	-8	-7
O=C(C/C=N/OCc1ccc(Cl)cc1Cl)c1ccc(Cl)cc1	2	-5	-3	9	0	-3	4	-5	1
COc1ccc(C(=O)N2CCC(C(=O)Nc3ccc4c(c3)OCO4)CC2)cc1	4	0	1	2	6	0	1	-4	-1
COc1ccc(N2CCN(C(=O)c3c(C)nn(-c4ccccc4)c3C)CC2)cc1	9	0	-4	2	6	-4	0	-3	3
CCOc1ccccc1/C=N/N1CCN(Cc2ccccc2)CC1	-4	16	-3	3	0	-2	5	-1	2
Cc1nc2ncnn2c(N2CCC(C(=O)NC3CCCC3)CC2)c1Cc1ccccc1	6	-9	0	0	1	3	-1	-1	0
OCCN1CCN(c2ncnc3ccc(Br)cc23)CC1	-10	3	-7	1	4	-2	0	-1	1
COc1ccccc1N/C(N)=N/c1nc(C(F)(F)F)cc(=O)[nH]1	4	2	-3	2	2	-5	-6	-1	-2
CC(C)=CC(=O)Nc1nnc(C(C)C)s1	-2	-1	-1	-1	6	-3	4	1	-3
CCOc1ccc(N(C(C)C(=O)Nc2cccnc2)S(C)(=O)=O)cc1 (stereo unspecified)	-7	3	-1	-2	1	-5	2	1	-2
Cc1ccc(CC2C(=O)N(c3ncccn3)C(=O)C2C)cc1 (stereo unspecified)	9	-2	5	-4	6	11	2	2	-1
Clc1cccc2c3c([nH]c12)CCNC3	11	-8	-1	3	-2	-11	3	0	1
O=C(Cn1cncn1)NCc1cccc(C(F)(F)F)c1	-2	5	-3	10	4	3	0	-1	-2
NC1=NS(=O)(=O)NC1c1ccc(Cl)cc1 (stereo unspecified)	-5	11	8	-6	-5	-5	-3	3	-5
COC(=O)CNc1cccc(C(F)(F)F)c1	12	5	3	4	5	2	-1	2	0
CC(O)c1cccc(NC(=O)CC(c2ccccc2)c2ccccc2)c1 (stereo unspecified)	1	2	-5	1	5	-9	4	-8	-1
CC1CN(c2sc(S(C)(=O)=O)nc2S(=O)(=O)c2ccc(Cl)cc2)CC(C)O1 (stereo unspecified)	-1	4	0	-5	-2	11	5	3	1
Cc1scc(C(=O)NNC(=S)NCc2ccccc2)c1C	6	-9	1	7	2	0	5	-1	1
COc1cccc(/C=C/C(=O)N2CCN(c3ccccn3)CC2)c1	1	6	1	0	4	6	5	1	-3
CCOC(=O)C1=C(COC(=O)c2ccc(Br)o2)NC(=O)NC1C (stereo unspecified)	7	-38	3	3	10	-3	1	1	-3
CCCC(=O)Nc1ccc(NC(=O)c2ccccc2F)cn1	8	7	-6	6	-1	6	5	1	-3
CCOc1ccc(CNC(=O)C2CCC(=O)N2C2CCCC2)cc1OC (stereo unspecified)	11	20	5	0	-3	-2	5	1	-4
CC(=O)Nc1c(C)nn(-c2ccc([N+](=O)[O-])cc2)c1C	5	12	-4	10	1	-1	-3	-2	1
Oc1c(Cl)cc(Cl)cc1/C=N/NC(=S)NC1CC2C=CC1C2 (stereo unspecified)	26*	7	0	-30	36*	68*	21	-1	1
O=C(NCc1ccccn1)c1cc2c(ccc3ccccc32)oc1=O	-3	0	-2	4	1	-4	-1	-2	-2
CCn1c(/C=C/c2ccccc2)nc2ccccc2c1=O	-1	-5	-4	-6	-3	-3	-3	-4	-8
CC1CCCC(NC(=O)COC(=O)CSc2ccc3ccccc3c2)C1C (stereo unspecified)	6	3	-2	6	10	2	12	1	-1
O=C(CN1C(=O)NC2(CCCCCC2)C1=O)c1ccc(F)cc1	6	-6	1	12	5	3	2	2	-3
O=C(NN1C(=O)/C(=C\c2cccnc2)SC1=S)c1ccco1	-7	-4	-2	-1	7	8	1	-1	-2
OCC1(Cc2ccccc2F)CCCN(CCc2ccccc2)C1 (stereo unspecified)	10	-66	2	-2	9	-4	1	-1	0
COc1cc(N/C=C(\C(C)=O)c2ccccc2)cc(OC)c1	5	-2	-6	2	31*	-7	-2	0	-2
CC(C)C(NC(=O)C1CCCCC1)C(=O)Nc1ccncc1 (stereo unspecified)	4	12	8	4	0	5	4	2	0
COCCNC(=O)CN1c2ccccc2CC1C (stereo unspecified)	7	5	0	-6	5	2	8	2	-2
CCC(C)(C)NC(=O)Cn1c(=O)oc2cc(S(=O)(=O)N3CC(C)CC(C)C3)ccc21 (stereo unspecified)	10	0	0	2	-1	2	3	-3	0
O=C(COC(=O)c1ccc(NS(=O)(=O)c2cccs2)cc1O)NC1CCCCC1	12	-6	3	0	18	34*	8	4	4
COc1cccc(C(C)NC(=O)C2CCCO2)c1 (stereo unspecified)	6	-3	-5	-7	4	4	-2	1	1
COC(=O)CSc1nc(C(C)C)nc2ccccc12	-2	10	0	-9	3	-5	2	2	1
COc1ccc([N+](=O)[O-])cc1NC(=O)c1ccccc1SC	11	-8	8	1	0	2	2	1	-4
CC(=O)Nc1ccc(OS(=O)(=O)c2ccc(C)cc2C)cc1	7	-3	-1	14	1	3	11	1	2
COc1ccccc1CNC(=O)CN1C(=O)NC2(CCCCCC2)C1=O	5	-1	x	x	1	-2	6	x	5
Cc1cc(-c2ccc(C)c(S(=O)(=O)NCCCN3CCCCCC3)c2)on1	9	-25	4	2	6	0	-1	1	-1
NC(=O)COC(=O)C1c2ccccc2Oc2ccccc21	4	1	1	7	-5	1	10	-7	2
Cn1c(CC2C(=O)Nc3ccc(Br)cc32)nc2ccccc2c1=O (stereo unspecified)	2	2	7	-1	4	-4	4	1	1
CCOc1ccc(N2C(=O)CC(SCC(=O)O)C2=O)cc1 (stereo unspecified)	5	7	2	5	2	11	5	0	2
Cn1c(=O)c2c(nc(-n3ccnc3)n2Cc2ccccc2)n(C)c1=O	2	10	-1	-6	-3	-21	9	0	-2
CCCC(=O)Nc1cc2c3c(c1)CC(=O)N3CCC2	12	3	11	1	1	3	3	4	0
Cc1ccc(S(=O)(=O)Nc2ccc(Br)cc2/C=N/n2cnnc2)cc1	5	12	-5	0	7	-4	4	-2	-10
C[C@@H]1CCC[C@@]2(O[C@@H](CCO)C[C@@H](O)[C@@H]2O)O1	3	8	-2	0	5	5	-3	0	-1
COC(=O)c1ccc(C)c(NC(=O)CCn2[nH]c(=O)ccc2=O)c1	8	19	x	x	-6	18	8	x	3

Record cards (already shown):
O=C(COC(=O)c1n[nH]c2ccccc12)c1ccc(F)c(F)c1 is listed with PAFAH1B3 FP inh: 1; PREPL inh: -13; LYPLA2 inh: -3; GSTO1 counter: 9; pPAFAH FP inh: -9; PAFAH2 inh: 19; PAFAH1B2 FP inh: 1; LYPLA1 counter: -6; PAD4 inh: 2
CC1CN(c2sc(S(C)(=O)=O)nc2S(=O)(=O)c2ccc(Cl)cc2)CC(C)O1 (stereo unspecified) is listed with PAFAH1B3 FP inh: -1; PREPL inh: 4; LYPLA2 inh: 0; GSTO1 counter: -5; pPAFAH FP inh: -2; PAFAH2 inh: 11; PAFAH1B2 FP inh: 5; LYPLA1 counter: 3; PAD4 inh: 1

Assay outcomes (PubChem)
